DAX1 inh = inhibitors of human orphan nuclear receptor DAX1 (NR0B1); P51843; inhibition, % at 6.75 µM; HEK293 Gal4-DAX1 luciferase reporter, luminescence; AID 504766; 340,000 tested, 0.99% active;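 active = inhibition above the mean over all tested compounds plus 3 SD, cut at about 4.2% in these data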;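 also: 0% = DAX1-transfected cells with DMSO and 100% = empty-vector control cells with DMSO; inhibition shows as a rise in luminescence from relieved DAX1 repression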
FXN GAA850 act = increases GAA850 frataxin promoter reporter activity. HEK293 lucGAA850 FXN promoter luciferase reporter, 24 h; percent of 10 µM SAHA response. activation, % at 6 µM. 360,000 tested, 0.56% active;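 active = activation above the average of all compounds screened plus 3 SD, cutoff fixed separately per campaign, cut at about 7.5% in these data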;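 also: 0% = DMSO wells and 100% = 10 µM SAHA wells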
Rev-erbA mod = Rev-erb alpha (human) modulation | activity, % at 10 µM | 370,000 tested, 0.79% active | Rev-erbα–FITC-DNA binding, fluorescence polarization, 90 min;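 active = activity above about 14%, limit read from the data; passing the limit was not always enough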;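 also: 0% = DMSO wells with 35 nM protein and 100% = DMSO wells with 750 nM protein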
The depositor's hits bear a star; . = no result given. This is a subset; count on the stated rates, not on these rows.

SMILES	DAX1 inh	FXN GAA850 act	Rev-erbA mod
C(=N\N=C\c1cccnc1)/c1cccnc1	0.4	-1.6	.
CCOC(=O)N1CCN(c2ccc(C(=O)c3cccc(F)c3)cc2)CC1	-0.9	1.1	.
Cc1nc2ccc(NC(=O)c3oc4ccc(F)cc4c3C)cc2s1	0.9	2.7	.
CCCS(=O)(=O)c1nnnn1-c1cccc(OC)c1	-1.1	-0.1	.
CCCCCN(C(=O)CCC(=O)OCCOc1ccc(OC)cc1)c1c(N)n(CCCC)c(=O)[nH]c1=O	-0.4	-0.3	.
CN(Cc1ccccc1)C(=O)COc1cc(Cl)ccc1Cl	1.4	-1.0	.
CN(C)c1ccc(CNC(=O)C2CCN(S(=O)(=O)c3ccc4c(c3)CCC(=O)N4)CC2)cc1	0.9	3.1	.
Cc1ccc(C2=NN=C(NC(=O)CSc3nnc4c5ccccc5n(C)c4n3)SC2)cc1	0.1	-0.1	.
Cc1cc(=O)nc2c3ccccc3n(CC(=O)NCCCN3CCOCC3)n12	1.3	-1.7	.
CCN(CC)c1ccc(N)cc1	-0.2	-1.1	.
COC1CCN(Cc2c(C(=O)N3CCN(C4CCCCC4)CC3)nc3ccccn23)CC1	-0.4	0.3	.
NCCCC[C@@H]1NC(=O)c2cc([N+](=O)[O-])cc(I)c2SC[C@@H](C(N)=O)NC(=O)[C@H](Cc2ccc(O)cc2)NC1=O	2.0	-1.1	.
O=C(O)COc1ccc(/C=C/C(=O)c2ccc3ccccc3c2)cc1	-0.2	1.4	.
CN1CCN(C2=C(Cl)C(=O)C(c3cnc(N4CCCCC4)s3)=C(Cl)C2=O)CC1	-0.6	-0.4	.
O=C1C=C(c2ccc3ncccc3c2)C[C@@H](c2ccc(F)cc2)C1	-1.2	1.1	.
CCOc1ccc(C=NNc2ccc(S(=O)(=O)Nc3ccccc3C(=O)O)cc2[N+](=O)[O-])cc1OC	0.3	1.6	.
CN(C)S(=O)(=O)c1ccc(Oc2ccc(S(=O)(=O)N(C)C)cc2)cc1	-3.2	-4.7	.
CCOC(=O)N1CCN(c2ncnc3scc(-c4ccc(Cl)cc4)c23)CC1	-2.0	1.4	.
Oc1ccc(N2Cc3ccccc3C2)cc1	1.1	0.7	.
CCOC(=O)c1c(NC(=O)COC(=O)CCOc2ccc(OCC)cc2)sc(C(=O)N(C)C)c1C	-0.1	1.0	.
O=C(NCCN1C(=O)S/C(=C\c2ccc(OC(F)F)cc2)C1=O)C1=COCCO1	-1.1	-3.6	.
CN[C@@H]1[C@H](O)[C@@H](O[C@@H]2[C@@H](O)[C@H](O[C@H]3OC(CN)=CC[C@H]3N)[C@@H](N)C[C@H]2N)OC[C@]1(C)O	.	.	-8
O=C1OC2(c3ccc(O)cc3Oc3cc(O)ccc32)c2ccccc21	.	.	691*
CC(C)(C)C(=O)C(Oc1ccc(Cl)cc1)n1ccnc1 (stereo not given)	.	.	-7
NC(=O)CC[C@H](N)C(=O)O	.	.	0

Among those listed so far, these contain a halogen.
SMILES	DAX1 inh	FXN GAA850 act	Rev-erbA mod
CCOC(=O)N1CCN(c2ccc(C(=O)c3cccc(F)c3)cc2)CC1	-0.9	1.1	.
Cc1nc2ccc(NC(=O)c3oc4ccc(F)cc4c3C)cc2s1	0.9	2.7	.
CN(Cc1ccccc1)C(=O)COc1cc(Cl)ccc1Cl	1.4	-1.0	.
NCCCC[C@@H]1NC(=O)c2cc([N+](=O)[O-])cc(I)c2SC[C@@H](C(N)=O)NC(=O)[C@H](Cc2ccc(O)cc2)NC1=O	2.0	-1.1	.
CN1CCN(C2=C(Cl)C(=O)C(c3cnc(N4CCCCC4)s3)=C(Cl)C2=O)CC1	-0.6	-0.4	.
O=C1C=C(c2ccc3ncccc3c2)C[C@@H](c2ccc(F)cc2)C1	-1.2	1.1	.
CCOC(=O)N1CCN(c2ncnc3scc(-c4ccc(Cl)cc4)c23)CC1	-2.0	1.4	.
O=C(NCCN1C(=O)S/C(=C\c2ccc(OC(F)F)cc2)C1=O)C1=COCCO1	-1.1	-3.6	.
CC(C)(C)C(=O)C(Oc1ccc(Cl)cc1)n1ccnc1 (stereo not given)	.	.	-7

Going on with the list.
SMILES	DAX1 inh	FXN GAA850 act	Rev-erbA mod
O=C(O)CCCN1CCC(O[C@@H](c2ccc(Cl)cc2)c2ccccn2)CC1	.	.	-11
C[C@]12C=CC(=O)C=C1CCC1C2C(=O)C[C@@]2(C)C1CC[C@]2(O)C(=O)CO (stereo not given in full)	.	.	-2
CC1(C)O[C@@H]2[C@@H](CO[C@@]3(COS(N)(=O)=O)OC(C)(C)O[C@@H]23)O1	.	.	-13
N#Cc1c(N(CC(=O)O)CC(=O)O)sc(C(=O)O)c1CC(=O)O	.	.	0
C#CCN[C@@H]1CCc2ccccc21	.	.	-3
CC(=O)Oc1cccc(C)c1	.	.	-4
CC(=O)OCC(=O)[C@H]1CCC2C3CCC4=CC(=O)CC[C@]4(C)C3CC[C@@]21C (stereo not given in full)	.	.	0
CCCCCCOc1ccccc1C(N)=O	.	.	-8
CN(C)C(=S)SC(=S)N(C)C	.	.	1
CC1CC(OC(=O)c2ccccc2)CC(C)(C)N1 (stereo not given)	.	.	-1
CC(=O)Nc1ccc(S(=O)(=O)Nc2onc(C)c2C)cc1	.	.	-2
CCNC(=O)CCC/C=C\C[C@@H]1[C@@H](/C=C/[C@@H](O)CCc2ccccc2)[C@H](O)C[C@@H]1O	.	.	10
CCN(CC)CCOc1ccc2c(c1)C(=O)c1cc(OCCN(CC)CC)ccc1-2	.	.	0
CCCCCCNC(=O)n1cc(F)c(=O)[nH]c1=O	.	.	-5
O=C[C@H](O)[C@@H](O)[C@H](O)[C@H](O)CO	.	.	3
CCCCS(=O)(=O)N[C@@H](Cc1ccc(OCCCCC2CCNCC2)cc1)C(=O)O	.	.	-4
CO/N=C(/C(=O)N[C@H]1C(=O)N2C(C(=O)O)=C(CSc3nnnn3C)CSC12)c1csc(N)n1 (stereo not given in full)	.	.	10
CC1OC(O[C@H]2/C=C/C=C/C=C/C=C/C=C/C=C/C=C/[C@H](C)[C@@H](O)[C@@H](C)[C@H](C)OC(=O)CC(O)CC(O)CCC(O)C(O)CC(O)CC3(O)C[C@H](O)C(C(=O)O)C(C2)O3)C(O)[C@H](N)C1O (stereo not given in full)	.	.	1
N=C(N)N1CCc2ccccc2C1	.	.	0
CC(=O)Nc1ccc(OC(=O)c2ccccc2O)cc1	.	.	-5
CC1(C)S[C@@H]2[C@H](NC(=O)[C@H](C(=O)O)c3cccs3)C(=O)N2[C@H]1C(=O)O	.	.	9
C=C(c1ccccc1OCc1cccc(Cl)c1)n1ccnc1	.	.	-1
CC1(C)S[C@@H]2[C@H](NC(=O)COc3ccccc3)C(=O)N2[C@H]1C(=O)O	.	.	1
CC(=O)OCC(=O)[C@@]12OC3(CCCC3)O[C@@H]1CC1C3CCC4=CC(=O)C=C[C@]4(C)[C@@]3(F)[C@@H](O)C[C@@]12C (stereo not given in full)	.	.	1
CCCCCCC(=O)O[C@H]1CC[C@H]2[C@@H]3CCc4cc(O)ccc4[C@H]3CC[C@]12C	.	.	7

2 neighbouring records already listed:
SMILES	DAX1 inh	FXN GAA850 act	Rev-erbA mod
O=C(O)CCCN1CCC(O[C@@H](c2ccc(Cl)cc2)c2ccccn2)CC1	.	.	-11
C[C@]12C=CC(=O)C=C1CCC1C2C(=O)C[C@@]2(C)C1CC[C@]2(O)C(=O)CO (stereo not given in full)	.	.	-2

Going on with the list.
SMILES	DAX1 inh	FXN GAA850 act	Rev-erbA mod
Cn1cnc2c1c(=O)[nH]c(=O)n2C	.	.	1
C[C@]12C=CC(=O)C=C1CCC1C2[C@@H](O)C[C@@]2(C)C1CC[C@]2(O)C(=O)COP(=O)(O)O (stereo not given in full)	.	.	4
C[C@@H]1O[C@@H](OC[C@H]2OC(Oc3c(-c4ccc(OCCO)c(OCCO)c4)oc4cc(OCCO)cc(O)c4c3=O)[C@H](O)[C@@H](O)[C@@H]2O)[C@H](O)[C@H](O)[C@H]1O (stereo not given in full)	.	.	15
CN1C(=O)CC[C@H]1c1cccnc1	.	.	-4
CC(=O)O[C@H]1CC2CCC3C(CC[C@@]4(C)C3C[C@H]([N+]3(C)CCCCC3)[C@@H]4OC(C)=O)[C@@]2(C)C[C@@H]1[N+]1(C)CCCCC1 (stereo not given in full)	.	.	-6
Cc1cc2nc3c(=O)[nH]c(=O)nc-3n(CC(O)C(O)C(O)CO)c2cc1C (stereo not given)	.	.	2
CC(=O)O[C@]1(C(C)=O)CCC2C3C[C@H](C)C4=CC(=O)CC[C@]4(C)C3CC[C@@]21C (stereo not given in full)	.	.	2
CC(=O)NCCCS(=O)(=O)O	.	.	-4
CCC[C@@H]1C[C@@H](C(=O)N[C@@H]([C@H]2O[C@H](SC)[C@H](OP(=O)(O)O)[C@@H](O)[C@H]2O)[C@H](C)Cl)N(C)C1	.	.	-6
CC(C)(C)CC(C)(C)c1ccc(OCCO)cc1	.	.	-4
CC(=O)NCc1c(I)c(NC(C)=O)c(I)c(C(=O)O)c1I	.	.	2
C[C@]12CCC(=O)C=C1CCC1C2[C@@H](O)C[C@@]2(C)C1CC[C@]2(O)C(=O)CO (stereo not given in full)	.	.	-7
CC1(C)C2CCC1(C)C(O)C2 (stereo not given)	.	.	0
C[C@]12C=CC(=O)C=C1CCC1C2[C@@H](O)C[C@@]2(C)C1CC[C@]2(O)C(=O)COC(=O)CCC(=O)O (stereo not given in full)	.	.	0
O=C(O)CSCC(=O)NC1CCSC1=O (stereo not given)	.	.	-8
OC[C@H]1OC([S-])[C@H](O)[C@@H](O)[C@@H]1O.[Au+] (stereo not given in full)	.	.	-30
CCN(CC)Cc1ccc(Nc2ccnc3cc(Cl)ccc23)cc1O	.	.	-4
C[N@+]12CCCC[C@@H]1CCC(=C(c1cccs1)c1cccs1)C2	.	.	0
C[N+](C)(C)CCOP(=O)([O-])OP(=O)(O)OC[C@H]1OC(n2ccc(N)nc2=O)[C@H](O)[C@@H]1O (stereo not given in full)	.	.	2
CC(C)CN(C[C@@H](O)[C@H](Cc1ccccc1)NC(=O)O[C@H]1CO[C@H]2OCC[C@H]21)S(=O)(=O)c1ccc(N)cc1	.	.	4
CO/N=C1\CN(c2nc3c(cc2F)c(=O)c(C(=O)O)cn3C2CC2)CC1CN (stereo not given)	.	.	-4
CCCN(CCC)C(=O)C(CCC(=O)OCCCN1CCN(CCOC(=O)Cc2c(C)n(C(=O)c3ccc(Cl)cc3)c3ccc(OC)cc23)CC1)NC(=O)c1ccccc1 (stereo not given)	.	.	6
O=C1CCC(=O)N1CO	.	.	12
FC(F)(F)C(F)(F)C(F)(F)C(F)(F)C(F)(F)F	.	.	-5
NCCCNCCSP(=O)(O)O	.	.	-2
Cn1cncc1[C@@](N)(c1ccc(Cl)cc1)c1ccc2c(c1)c(-c1cccc(Cl)c1)cc(=O)n2C	.	.	14
CC[N+](CC)(CCNC(=O)C(=O)NCC[N+](CC)(CC)Cc1ccccc1Cl)Cc1ccccc1Cl	.	.	4
CCCCCCCCCC(=O)OC1(c2ccc(Cl)cc2)CCN(CCCC(=O)c2ccc(F)cc2)CC1	.	.	-7
CC(=O)[C@@]1(O)CCC2C3C[C@H](C)C4=CC(=O)C=CC4(C)[C@@]3(F)[C@@H](O)C[C@@]21C (stereo not given in full)	.	.	6
O=c1[nH]cnc2c1ncn2C1O[C@H](CO)[C@@H](O)[C@H]1O (stereo not given in full)	.	.	-3

Screens: PubChem BioAssay, several laboratories
